Bioassay records (PubChem)
HSF1 inhib: HSF1 inhibition; activity change, negative = inhibition, % at 7.5 µM (by protocol); 0.77% of 300,000 active; NIH3T3-HGL HSE-luciferase, MG132-induced, luminescence 8 h; stronger effect = lower value; AID 2098;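 active means more than half of replicate wells show activity change below -50%, luminescence cut by over half; inconclusive means some wells, but at most half, below -50%; inactive means no replicate well below -50%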;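 further: luciferase reports HSF-1 transcriptional activity via heat shock element; 0% = median of DMSO wells and -100% = zero luminescence signal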
GSK3 alpha inh: blocks human GSK-3 alpha kinase | P49840 | ADP-Glo luminescence, 60 min | inhibition, % at 10 µM | 0.1% of 320,000 active | AID 2650;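 in the data active means inhibition above about 50%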;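 further: GST-tagged GSK-3 alpha with peptide substrate and 25 µM ATP; 0% = DMSO neutral wells and 100% = GW8510 positive control wells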
Target sequence (P49840 whole entry, looked up): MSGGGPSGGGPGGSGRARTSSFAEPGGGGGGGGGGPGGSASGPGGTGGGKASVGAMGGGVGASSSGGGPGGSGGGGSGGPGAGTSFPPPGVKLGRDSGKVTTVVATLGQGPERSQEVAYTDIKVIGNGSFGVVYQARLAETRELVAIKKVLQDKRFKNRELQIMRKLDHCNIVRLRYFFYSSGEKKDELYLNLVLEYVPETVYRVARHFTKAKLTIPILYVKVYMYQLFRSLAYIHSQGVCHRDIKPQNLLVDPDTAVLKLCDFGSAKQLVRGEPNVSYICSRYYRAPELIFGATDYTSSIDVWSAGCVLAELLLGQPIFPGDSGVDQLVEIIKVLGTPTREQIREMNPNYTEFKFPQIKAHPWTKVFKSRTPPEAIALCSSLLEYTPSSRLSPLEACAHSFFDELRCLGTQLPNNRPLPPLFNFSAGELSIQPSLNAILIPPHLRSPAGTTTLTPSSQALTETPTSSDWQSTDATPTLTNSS
GSK3B inh: blocks human GSK3beta kinase activity; GST-GSK3beta kinase, ADP-Glo luminescence, 60 min; stronger effect = lower value; activity score (negative = inhibition), % at 10 µM; 0.038% of 300,000 active; AID 2097;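 active means more than half of replicate wells score below -50%, meaning over 50% inhibition versus plate controls; inconclusive means some replicates but at most half score below -50%; inactive means no replicate scores below -50%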;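 further: 0% = median DMSO wells and -100% = median GW8510 positive control wells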
Target sequence (P49841 whole entry, looked up): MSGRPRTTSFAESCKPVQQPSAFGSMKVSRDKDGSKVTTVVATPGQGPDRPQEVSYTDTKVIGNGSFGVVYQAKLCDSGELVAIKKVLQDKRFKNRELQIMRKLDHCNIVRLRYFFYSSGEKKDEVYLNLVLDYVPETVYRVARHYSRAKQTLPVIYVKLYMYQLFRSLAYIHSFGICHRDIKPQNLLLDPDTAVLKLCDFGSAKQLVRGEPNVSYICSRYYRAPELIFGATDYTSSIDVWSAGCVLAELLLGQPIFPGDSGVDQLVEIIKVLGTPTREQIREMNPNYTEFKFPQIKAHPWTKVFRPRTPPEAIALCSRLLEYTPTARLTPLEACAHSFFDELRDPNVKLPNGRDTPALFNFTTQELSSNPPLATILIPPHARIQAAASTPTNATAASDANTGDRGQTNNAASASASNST
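Test system – GST-tagged human GSK3beta kinase, cell-free · Incubation – 60 min enzyme reaction, room temperature · Signal – ADP-Glo luminescence · Also added – peptide substrate and ATP at 25 µM · Controls – DMSO neutral wells and GW8510 at 20 µM as positive · Buffer or medium – Tris/MgCl2 kinase buffer · Measure – Luminescence-derived activity versus plate DMSO and GW8510 wells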
HSP90 inh: blocks HSP90-mediated luciferase refolding in reticulocyte lysate; Rabbit reticulocyte lysate, luciferase refolding luminescence, 3 h; inhibition, % at 5.6 µM; 0.91% of 290,000 active; AID 1789;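 active means inhibition above the screen-wide mean plus 3 SD, computed separately per campaign, cut at about 16% in these data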;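 further: 0% = DMSO wells and 100% = 60 µM geldanamycin wells; inhibitors lower the luminescence because luciferase stays unfolded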
HSF-1 act: increases HSF-1 driven luciferase reporter signal. NIH3T3-HGL HSF-1 luciferase reporter, MG132, 8 h; 100% = twice DMSO control signal. activation, % at 9 µM. 1.7% of 300,000 active;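 active means mean replicate activation of at least 50% with a set share of replicates each reaching 50%; inconclusive means only one of those two conditions met; inactive means mean below 50% and too few replicates reaching it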;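 further: 0% = median of the neutral control wells and 100% = twice that signal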
KLF5 inhibitor: inhibitors of KLF5 expression | DLD-1 KLF5 promoter-luciferase reporter, luminescence | inhibition, % at 5 µM | 0.23% of 290,000 active | AID 1700;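 active means inhibition above a per-plate limit of that plate's mean compound inhibition plus 3 SD, cut at about 60% in these data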;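 further: 0% = DMSO wells and 100% = LY294002 at 200 µM; higher means less KLF5 promoter-driven luciferase light; inactives centre near -14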
IEC-6 tox: counter-screen for KLF5 inhibitors: cytotoxicity in IEC-6 cells; IEC-6 cytotoxicity, luminescence viability; inhibition, % at 5 µM; 0.78% of 290,000 active; in the data active means inhibition above about 22%;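 further: 0% = plate median of test compound wells and 100% = cytotoxic reference compound wells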
Platelet DG rel: platelet dense granule release activity. AID 1663. human platelet-rich plasma, SFLLRN dense granule ATP release, luminescence. 0.22% of 300,000 active. inhibition, %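 (compounds screened at 7.5 µM in platelet-rich plasma)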;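 active means mean replicate score, as percent of positive control, at or above 50; inconclusive means mean below 50 but at least one replicate at or above 50; inactive means mean and every replicate below 50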
DYRK1A inh: blocks rat Dyrk1A kinase activity; Q63470; 0.43% of 310,000 active; inhibition, % at 12.5 µM; ADP-Glo luminescence, NFATc1 peptide; in the data active means inhibition above about 50%;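 further: plate controls were vehicle with enzyme for no effect and no enzyme for full effect; many of its hits are not listed in these tables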
aSyn UTR inh: MLPCN primary screen, SNCA 5' untranslated region; alpha-synuclein 5'UTR reporter, inhibitor activity; inhibition, % (tested at 7.5 µM); 0.82% of 300,000 active; in the data active means inhibition above about 60%; inconclusive means no clear call, values can overlap the other calls;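 further: H4 neuroglioblastoma cells stably carrying SNCA 5'UTR luciferase fusion; 0% = DMSO wells and 100% = positive control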
An asterisk follows results filed as active; ? = inconclusive; / = no result given. Some of the compounds tested. The share of hits here may be higher or lower than overall.

SMILES	HSF1 inhib	GSK3 alpha inh	GSK3B inh	HSP90 inh	HSF-1 act	KLF5 inhibitor	IEC-6 tox	Platelet DG rel	DYRK1A inh	aSyn UTR inh
Cc1ccc(C(=O)COC(=O)C(C)N2C(=O)C3C4C=CC(C4)C3C2=O)cc1 (stereo not drawn)	4.9	-0.6	1.0	-1.7	3.6	-23.3	0.1	-1.5	0.1	33.5
CCCC1NC(=S)NC(C)=C1C(C)=O (stereo not drawn)	2.4	-1.1	-0.7	-0.8	-5.9	-5.7	-3.5	-3.6	1.6	1.1
Cc1ccc(C23CC4CC(CC(C(=O)NC(C(=O)O)C(C)C)(C4)C2)C3)cc1 (stereo not drawn)	-25.1	-4.4	-0.8	-0.3	-41.3	-11.0	4.0	2.1	-3.6	8.3
CC(C)(C)Nc1c(N)c(=O)oc2ccccc12	0.1	0.9	1.6	0.9	6.2	-16.8	-8.0	4.0	-3.8	-15.6
CC(=O)N1CCN(c2nnc(-c3ccccc3)c3ccccc23)CC1	-4.7	-2.9	6.6	-2.9	-7.2	-3.6	1.2	9.4	5.7	10.3
CC(=O)Nc1ccc(C(=O)OCC(=O)NC(=O)NC(C)(C)C)cc1	-2.3	4.5	1.6	1.6	-14.6	0.0	1.1	8.0	-13.7	-1.1
Cc1onc(-c2ccccc2)c1CNC(=O)Nc1cccc(Cl)c1	3.4	-2.2	-3.8	-3.2	13.3	-1.2	5.6	-2.6	17.6	-9.5
COc1ccccc1N1CCN(C(=O)COc2cc(C)cc(C)c2)CC1	0.6	-1.5	35.7	-2.6	-1.0	-1.1	1.7	0.9	/	9.9
CCCCC(=O)N(c1ccc(OC)cc1)C1C=CS(=O)(=O)C1 (stereo not drawn)	-1.0	-1.0	-0.2	-2.8	10.5	-15.6	1.9	6.4	5.9	13.0
Cc1c(N=C2NN=C(c3ccc(Cl)cc3)CS2)c(=O)n(-c2ccccc2)n1C	2.0	-6.2	0.5	-0.2	7.5	-3.2	-3.0	-3.3	-2.2	-17.6
COC(=O)C1=C(C)N(C2CCCCC2)C(=O)C1	-6.2	-0.9	3.6	-2.0	-6.9	-20.4	-1.8	2.4	3.3	10.9
COC(=O)c1cc(COC(=O)c2nc3nc(C)cc(C)n3n2)oc1C	-0.7	0.5	-2.2	1.4	12.7	11.5	-4.2	3.6	3.6	-3.4
Nc1ccn(-c2ccc(Cl)cc2)c(=O)c1	-0.2	-2.3	-4.0	2.8	-4.7	-20.7	2.0	?	-4.0	-0.3
Cc1ccc(C2=NN(S(C)(=O)=O)C(c3ccc4c(c3)OCO4)C2)cc1 (stereo not drawn)	55.0	1.1	1.2	-7.2	79.8*	-157.6	-2.7	19.2	-1.9	-265.1
O=C(COc1ccc(S(=O)(=O)NC2CCCCC2)cc1)NCCC1=CCCCC1	2.4	-0.5	-0.3	0.0	-9.1	-22.5	-3.2	0.9	-1.9	25.9
COC(=O)c1nn(-c2ccccc2)c(Cl)c1/C=N/OC(=O)c1ccc(Cl)c(Cl)c1	-4.0	-1.0	-0.2	0.4	-10.2	-25.1	-7.5	-0.7	10.2	12.6
Cc1ccccc1NC(=O)CSc1ccncc1	3.1	-2.3	2.0	1.4	13.3	-9.0	6.7	2.0	8.6	-11.1
CCOc1ccc(S(=O)(=O)Nc2cccc(C(=O)N3CCN(c4cccc(OC)c4)CC3)c2)cc1	-5.7	0.6	3.5	/	-12.8	/	/	-2.8	13.0	-3.7
CC(/C=C/c1cccc([N+](=O)[O-])c1)=N\NC(=O)c1ccncc1	9.8	3.5	-3.6	-2.3	48.0	-19.3	13.4	-7.1	-0.6	-21.7
CCOC(=O)Cc1c(C)nc2cc(-c3ccc(C(C)(C)C)cc3)[nH]n2c1=O	-14.6	/	-0.7	1.6	-21.9	-0.7	-5.4	18.9	0.0	-42.4
O=C1NC(=O)c2cc([N+](=O)[O-])cc3cccc1c23	4.2	-1.3	-5.6	3.4	-5.0	-10.0	2.5	-6.2	12.6	16.5
Cn1c(N)c(C(=O)COC(=O)CCCc2nc3ccccc3s2)c(=O)n(C)c1=O	-0.1	-0.3	2.5	6.0	-0.2	16.0	1.3	-2.5	3.6	-7.0
CCN1CCN(c2ccc(NC(=O)c3ccc(Br)o3)cc2)CC1	13.7	/	0.5	-0.6	55.7*	-93.3	-3.4	2.7	3.1	-91.2
CCCc1nnc(SCC(=O)N2CCCCC2C)n1CC (stereo not drawn)	-13.9	-1.7	0.5	-0.1	-24.3	1.7	-0.9	0.3	0.8	7.5
Cc1nc2ccc(NC(=O)c3cc(Cl)ccn3)cc2s1	16.9	1.8	0.6	7.1	39.5	-81.3	3.9	12.4	3.2	-74.0
COC(=O)C1=C(C)NC(C)=C(C(=O)OC)C1C(=O)OCC(=O)c1ccc(F)cc1	-5.8	-4.6	3.0	-1.9	7.9	-20.4	1.2	-3.4	0.5	9.3
COCCCNC(=O)c1nc2ccccc2c(=O)n1NC(=O)Nc1c(Cl)cccc1Cl	-0.9	-1.2	-1.5	0.7	-13.7	-13.0	-4.2	0.8	1.3	16.5
Cn1cc(S(=O)(=O)N2CCN(c3cccc(C(F)(F)F)c3)CC2)c(=O)n(C)c1=O	-0.4	9.6	-1.8	-1.8	-11.1	-1.4	-6.7	-3.9	0.7	18.0
CC(=O)N[C@@H](Cc1c[nH]c2ccccc12)C(=O)OCc1ccc(C#N)cc1	1.8	-1.6	-1.8	3.2	3.6	-12.8	-1.6	2.3	4.7	-6.0
CCOc1cc(/C=N/n2c(COc3ccccc3)n[nH]c2=S)ccc1O	-8.3	1.8	1.0	-6.0	4.2	-15.9	-7.2	0.4	-2.4	26.9
Cc1c(C(=O)Nc2ccc(-c3nnc4n3CCCCC4)cc2)oc2c1ccc1ccccc12	9.4	-2.1	-1.2	-2.0	13.5	-16.4	-2.2	0.7	-0.7	10.5
Cc1cccc(OCC(=O)N(Cc2ccco2)C2CCS(=O)(=O)C2)c1C (stereo not drawn)	-3.9	-0.2	-1.0	1.7	24.4	-20.5	4.7	2.9	1.0	-7.5
O=C1COC(c2ccccc2)C2CCCCN12 (stereo not drawn)	-10.9	-1.2	-0.6	-0.6	-4.5	-6.2	-4.1	6.8	-3.3	-10.7
O=C(NCCC1=CCCCC1)C(=O)NCC1OCCCN1S(=O)(=O)c1ccc(F)cc1 (stereo not drawn)	-0.5	-0.4	-0.8	-4.4	5.4	-7.7	-4.0	-2.6	7.2	-0.9
Cn1c(CCC(=O)Nc2ccc(N3CCOCC3)cc2)nc(=O)c2ccccc21	8.3	-2.8	-4.6	-1.2	0.8	-23.1	-3.5	2.1	0.9	-54.7
COC(=O)c1sccc1-n1cc(C#N)c(=O)n(C)c1=O	1.3	0.6	1.2	2.9	-2.4	-16.7	2.5	3.5	-6.5	13.0
Cc1ccccc1NS(=O)(=O)c1ccc(Cl)cc1	2.1	-2.1	-6.9	1.4	19.2	-24.6	7.4	0.3	4.0	-12.5
O=C(COc1ccccc1)NCC(=O)N/N=C/c1ccco1	-6.8	-2.3	3.4	3.8	8.1	-31.5	-0.5	-9.5	4.6	7.9
Cc1ccc(CCNC(=O)CSCc2ccc(F)cc2)cc1	2.0	-2.9	3.8	-0.9	10.7	-5.2	4.6	3.6	/	-2.8
CCOC(=O)c1ccccc1NC(=O)CC1SC(=NC)N(C)C1=O (stereo not drawn)	-5.3	-2.6	2.8	5.3	3.6	-14.8	-0.9	-10.4	-4.6	2.0
Cc1ccc(-n2nnnc2SC(C)C(=O)NCC(=O)Nc2ccc(F)c(F)c2F)c(C)c1 (stereo not drawn)	1.3	0.0	-0.6	-2.6	-0.3	12.8	0.4	5.4	-4.4	23.2
Cc1oc(-c2ccccc2F)nc1CSCC(=O)NC1CC1	3.0	-0.7	-2.7	6.3	-15.0	-24.3	-2.7	-3.3	-4.0	4.1
COC(=O)c1oc2ccccc2c1NC(=O)c1ccccc1O	39.1	1.2	-5.6	-1.7	41.8	4.2	-5.1	-3.5	-1.0	-1.9
Cc1n[nH]c(=O)nc1NCC1CCCO1 (stereo not drawn)	-1.4	1.5	-3.9	0.4	-8.6	-45.5	2.6	7.8	0.1	-1.5
O=C(NC1CCCc2ccccc21)c1cccc(S(=O)(=O)N2CCOCC2)c1 (stereo not drawn)	1.2	2.1	4.0	-1.1	8.8	-11.1	-1.2	-7.8	-6.7	-6.9
COC(=O)C(Cc1ccc(O)cc1)NC(=O)CCc1nc2ccccc2s1 (stereo not drawn)	-4.7	0.2	0.7	-3.1	-4.2	9.2	0.8	-5.4	0.4	15.7
Oc1ccc(N=Nc2ccccc2C(F)(F)F)c2cccnc12	-65.8*	-2.7	4.0	-1.3	-71.8	62.5*	44.6*	0.1	-2.7	71.6*
CCOC(=O)N1CCN(C(=O)COC(=O)CSc2cc(C)c(Br)cc2C)CC1	1.7	-0.3	2.7	/	-4.7	/	/	-3.1	-9.2	-0.7
O=C(OCCN1C(=O)c2ccccc2C1=O)c1ccc(S(=O)(=O)N2CCCCCC2)cc1	-2.8	0.3	3.1	1.7	7.2	0.7	7.0	0.0	-9.2	3.5
COc1ccc(-c2c[n+](CC(=O)N3c4ccccc4Sc4ccccc43)c3n2CCC3)cc1	16.3	2.7	-7.5	0.9	44.2	-40.6	-1.4	-1.9	10.9	-9.5
CCc1cccc(CC)c1NC(=S)/C(=C(\[O-])c1ccc(Cl)s1)[n+]1ccccc1	-3.5	-1.5	3.6	0.4	5.9	-4.2	-2.9	2.4	10.6	-27.0
O=C(O)c1cn(-c2ccccc2)nc1-c1ccncc1	-0.3	-2.1	1.0	-2.0	-14.4	-14.8	-1.8	8.5	5.7	-3.6
O=C(NC1CCCC1)C1CCC(=O)N1C1CCCCC1 (stereo not drawn)	0.5	-1.7	2.3	0.9	1.1	-31.7	2.2	6.7	-8.2	-18.4
CCCC(NS(=O)(=O)c1ccc(-c2ccc(=O)[nH]n2)s1)c1cccs1 (stereo not drawn)	-4.3	1.0	-1.2	-1.3	-8.4	0.3	-3.7	12.2	1.1	2.4
Cc1cc(C(=O)Nc2cccc3ccccc23)c(C)o1	21.7	-1.0	-0.3	1.6	16.6	-43.3	-2.5	-8.5	16.3	-17.8
CCCCc1nc(N2CCOCC2)c(C#N)c2c1CCCC2	-4.1	-0.1	-1.6	3.8	-0.1	-9.2	1.6	/	20.8	28.1
